AT treatment = candidate therapy for ataxia-telangiectasia. […] A-T fibroblasts, KAP-1 phosphorylation AlphaLISA; neocarzinostatin DNA damage 30 min before lysis. Potency, µM (doses to about 57.5 µM), without a hit: top-dose activation, actives largely listed as activators. actives 0.19% (n = 320,000); further: potency means the concentration at half of the fitted maximal effect; % of control where 0% means no effect; nearly all actives have a fitted effect of over 45% in size
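ATM-like activity read as KAP-1 phosphorylation via AlphaLISA donor/acceptor antibody pairs after lysis and 6 hr at 25C. Cells were ATM-null patient fibroblasts ([…], hTERT), dosed 60 min, then exposed to the DSB inducer NCS for 30 min.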
hERG WT inh = blocks the wildtype human KCNH2 potassium channel; Q12809; U2OS, BacMam KCNH2, thallium flux FluxOr; active compounds read low; activity change, % at 1.84 µM; actives 0.37% (n = 340,000);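 active means maximum activity change below -70%; inconclusive means maximum activity change between -70% and -50%; inactive means maximum activity change above -50%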; further: on the % scale 0 is the no-effect control and ±100 the full control effect
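U2OS cells were transduced with wild-type KCNH2 virus (2.03 x 10^8 / mL) for 4 h at room temperature, then cultured overnight at 37 C. Thallium flux was read with FluxOr dye. Rate constants were normalized to DMSO controls.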
MBNL1-CUG inh = MBNL1-poly(CUG) RNA binding inhibition | actives 0.036% (n = 280,000) | Q9NR56 | Potency, µM (doses to about 57.5 µM), for the others: at the top dose activity change, negative = inhibition, actives largely listed as inhibitors | TR-FRET MBNL1-His/biotin-(CUG)12 binding, 665/545 ratio; active means well fitted inhibition curve with a large enough effect in the signal ratio, with a control signal flat, not every such curve was filed as active; inconclusive means small, poorly fitted or top-dose-only effect, or effect the other way, or a change in a side signal; inactive means no such curve, though single readings can be large or run the other way; the % refers to the signal ratio; further: potency means the concentration at half of the fitted maximal effect; on the % scale 0 is the no-effect control and ±100 the full control effect
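His-tagged MBNL1 binding to biotinylated (CUG)12 RNA was measured by TR-FRET using terbium anti-His antibody (0.055 ng/ul final) and streptavidin-XL665 (5 nM final). Compounds were titrated 92 nM to 58 uM; 60 min at room temperature.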
FBPA coupling cs = counter-screen for Giardia aldolase inhibitors: coupling enzyme system; activity change, negative = inhibition, % at 58.2 µM, hits read low; actives 0.67% (n = 290,000); coupling enzyme system counterscreen, AmpLite Red fluorescence; in the data active means activity change below about -30%; further: on the % scale 0 is the no-effect control and ±100 the full control effect
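Counterscreen lacking aldolase: glyceraldehyde-3-phosphate coupling-enzyme reagent preincubated 10 min at RT with compound (at 57.5 uM final), then substrate/coupling system with AmpLite Red added; fluorescence read at 525/598 nm after 20 min RT.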
KCNH2 3.1 inh = blocks the human KCNH2 3.1 channel isoform | actives 0.95% (n = 340,000) | AID 720553 | activity change, % (tested at about 1.8 µM) | U2OS KCNH2 3.1, thallium flux FluxOr; active compounds read low;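 active means maximum activity change below -70%; inconclusive means maximum activity change from -70% to -50%; inactive means maximum activity change above -50%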;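 further: thallium influx rate constant from kinetic fluorescence after stimulation buffer; on the % scale 0 is the no-effect control and ±100 the full control effect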
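Virally transduced U2OS (3.1 isoform, 4 h infection in dark at RT) → overnight 37 C → FluxOr + Red40 in HBSS/HEPES, 45 min → stimulation buffer, 2 min kinetic read → rate constant vs DMSO controls.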
ASM inhibitor = inhibitors of human secretory acid sphingomyelinase. Potency, µM (titrated, usually from 57.5 µM), inactives show at the highest dose activity change, negative = inhibition, hits mostly inhibitors. P17405. actives 0.006% (n = 340,000). AID 504937. placental ASM, HMU-PC fluorogenic substrate, 60 min; further: potency means the concentration at half of the fitted maximal effect
Target sequence (P17405 47-631 limits assumed): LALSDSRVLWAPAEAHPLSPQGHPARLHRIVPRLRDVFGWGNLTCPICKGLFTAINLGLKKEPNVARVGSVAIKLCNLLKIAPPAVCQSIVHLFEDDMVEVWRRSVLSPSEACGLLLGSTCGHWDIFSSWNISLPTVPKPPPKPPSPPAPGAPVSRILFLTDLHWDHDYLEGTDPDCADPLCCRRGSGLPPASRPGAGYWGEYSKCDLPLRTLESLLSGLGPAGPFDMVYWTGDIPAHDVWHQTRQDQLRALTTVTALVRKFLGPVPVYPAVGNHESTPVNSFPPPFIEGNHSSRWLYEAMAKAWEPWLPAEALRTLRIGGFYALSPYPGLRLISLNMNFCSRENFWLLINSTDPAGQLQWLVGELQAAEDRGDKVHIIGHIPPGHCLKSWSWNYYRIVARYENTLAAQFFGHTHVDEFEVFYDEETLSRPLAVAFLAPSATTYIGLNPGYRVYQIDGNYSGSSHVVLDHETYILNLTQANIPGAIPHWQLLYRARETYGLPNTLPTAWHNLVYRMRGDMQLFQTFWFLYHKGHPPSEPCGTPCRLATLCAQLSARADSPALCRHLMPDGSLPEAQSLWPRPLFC
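Human placenta-derived ASM preincubated with compound 10 min at room temperature, then reacted with 9 uM (final) fluorogenic HMU-PC substrate for 60 min at 37 C. Stop solution raises pH to 10; fluorescence read at Ex 386/Em 447 nm.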
CXXC DNA block = blocks binding of human MLL CXXC domain to DNA | Potency, µM (top dose mostly 115 µM), for inactives: at the top dose activity change, negative = inhibition, most hits filed as inhibitors | MLL-CXXC / FITC-HOXA9 DNA fluorescence polarization | actives 0.037% (n = 290,000) | Q03164; active means well fitted inhibition curve with a large enough effect in the polarisation, with a control signal flat, not every such curve was filed as active; inconclusive means small, poorly fitted or top-dose-only effect, or effect the other way, or a change in a side signal; inactive means no such curve, though single readings can be large or run the other way; the % refers to the polarisation; further: potency means the concentration at half of the fitted maximal effect
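Steps: dispense CXXC domain solution (7 uM) → pin compounds or unlabeled HOX-A9 DNA control → 5 min ambient → add FLSN-HOX-A9 solution (50 nM) → spin → 30 min ambient → fluorescence polarization. Tris pH 7.5/NaCl/DTT/BSA buffer.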
Integrin act MD = activates integrin-mediated alleviation for muscular dystrophy; alpha7betagal myoblasts, beta-gal FDG fluorescence, 48 h; Potency, µM (highest dose often 38.3 µM), without a hit: top-dose activation, actives largely listed as activators; actives 0.064% (n = 350,000); AID 624291;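 further: potency means the concentration at half of the fitted maximal effect; 100% = response of the positive control SU9516; nearly all actives have a fitted effect of over 60% in size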
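Alpha7betagal+/- myoblasts (passage 13) were plated 16-24 hr, then exposed to compounds (1:260 dilution of DMSO stock) for 48 hours at 37C. After MPER lysis, β-galactosidase reporter activity was read as FDG fluorescence (ex 480/em 540) after 30 minutes.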
TRPV1 ag = activates the human vanilloid receptor TRPV1; Q8NER1; TRPV1-expressing cells, Fluo-8 calcium influx, agonist mode; activation, % at 8.33 µM; actives 0.19% (n = 320,000); in the data active means activation above about 80%; inconclusive means between about 30% and that limit; further: 0% is about no effect
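Fluo-8 calcium influx in TRPV1-expressing cells, kinetic read (ex 480/em 520 nm). Compound added and read 3 min for agonist activity, followed by capsaicin at EC20 final and 2 min further read for enhancement.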
GALK inh = inhibitors of human galactokinase. P51570. Purified GALK, Kinase-Glo residual ATP luminescence. Potency, µM (highest dose often 57.5 µM), inactives show top-dose activity change, negative = inhibition, usual class: inhibitors. actives 0.007% (n = 270,000); further: potency means the concentration at half of the fitted maximal effect; on the % scale 0 is the no-effect control and ±100 the full control effect
Target sequence (P51570 whole entry, looked up): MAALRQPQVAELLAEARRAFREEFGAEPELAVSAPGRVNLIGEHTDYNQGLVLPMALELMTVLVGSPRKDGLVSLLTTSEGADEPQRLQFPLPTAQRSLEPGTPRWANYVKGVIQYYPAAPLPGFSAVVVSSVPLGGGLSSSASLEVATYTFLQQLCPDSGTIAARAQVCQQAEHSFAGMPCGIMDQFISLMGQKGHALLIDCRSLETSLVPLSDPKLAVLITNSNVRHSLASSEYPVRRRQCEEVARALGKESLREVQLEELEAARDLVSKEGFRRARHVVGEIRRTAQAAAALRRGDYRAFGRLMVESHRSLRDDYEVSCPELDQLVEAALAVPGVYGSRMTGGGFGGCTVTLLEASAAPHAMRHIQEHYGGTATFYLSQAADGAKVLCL
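Kinase-Glo Plus luminescence measured ATP left after a 1 h room-temperature reaction. The reaction used 5 nM GALK, 100 uM galactose and 35 uM ATP at pH 8.0 (20 mM HEPES, 5 mM MgCl2, 60 mM NaCl, 1 mM DTT, 0.01% BSA).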
Starred values were filed as active, the others as inactive; ? = inconclusive; · = no result given; [ ] = another dose, or the depositor's remark. Unless noted, the call rests on the fitted dose curve; in most records, active means well fitted curve in the direction sought with a large enough effect; inconclusive means small, poorly fitted or top-dose-only effect, or another doubt; inactive means no such curve, though single readings can be large; an effect the other way counts as inactive or inconclusive. The order is random. About 2% of those tested had a hit in this group.

mol	AT treatment	hERG WT inh	MBNL1-CUG inh	FBPA coupling cs	KCNH2 3.1 inh	ASM inhibitor	CXXC DNA block	Integrin act MD	TRPV1 ag	GALK inh
C/C(=N/NC(=O)CN1CCN(S(=O)(=O)c2ccc(C)cc2)CC1)c1cccc(O)c1	-2.4%	7.8	4.2%	-0.7	-13.2	0.5%	1.2%	4.5%	0.3	-2.9%
NC(=S)N=Nc1c(O)n(CCCl)c2ccccc12	1.4%	-3.2	10.0%	8.0	-5.8	-0.1%	-13.1%	-21.2%	-4.4	7.9%
CC1CCN(C(=O)N2c3ccccc3Sc3ccccc32)CC1	-1.4%	-5.4	-8.2%	5.0	-2.5	-7.8%	-3.3%	8.4%	19.5	0.0%
CCOC(=O)c1c(N)sc(N)c1C(=O)OCC	-0.8%	0.1	-9.9%	-13.9	-10.0	-0.2%	15.1%	0.0%	-0.3	·
CCC/C(=C1/c2ccccc2C(=O)N1c1ccccc1)c1ccc2c(c1)OCO2	5.5%	-6.9	·	·	-4.8	-3.0%	·	-2.9%	-1.7	·
CCN1CCN(c2ccc(S(=O)(=O)N3CCCCC3)cc2NC(=O)c2cccc(OC(F)F)c2)CC1	-2.8%	-83.9*	·	·	-117.7*	0.6%	·	-2.2%	-1.5	·
O=C(N/N=C/c1c[nH]c2ccccc12)c1sc2ccccc2c1Cl	4.6%	-5.0	-3.2%	-2.6	2.6	-18.1%	10.1%	2.0%	0.1	-5.2%
COc1ccccc1C(=O)Nc1nnc(S(=O)(=O)N2CCOCC2)s1	0.4%	4.4	6.0%	·	8.7	2.8%	4.7%	17.6%	10.8	-5.6%
CCC(C)[C@H](NC(=O)NC(C)C)C(=O)O (stereo not given in full)	4.4%	-7.4	7.5%[11.5 µM]	3.2	13.1	5.7%	-0.2%	-3.8%	-0.1	·
Cc1ccccc1-c1cccc([C@@H]2C[C@H]3[C@H](CON3C)CN2C(=O)C(C)(C)C)c1	·	-3.4	·	·	9.1	5.6%	·	13.6%	·	·
Cc1ccc(Oc2ccc(S(=O)(=O)N3CCOCC3)cc2C(N)=O)c(-n2nc3ccccc3n2)c1	3.8%	1.0	7.4%	-1.3	-14.9	-0.1%	2.7%	-11.5%	11.7	0.1%
COc1ccc(-n2c(SCC3CNC(=O)O3)nnc2-c2ccc(Cl)cc2)cc1 (stereo not given)	-1.7%	10.7	-6.9%	-1.9	11.7	-2.6%	17.1%	-24.0%	-2.5	2.0%
O=C(NCC(=O)N(c1cccc(F)c1)C(C(=O)NC1CCCC1)c1ccncc1)c1ccco1 (stereo not given)	-5.5%	-2.6	-1.5%	1.8	6.5	1.6%	-3.2%	-5.1%	2.1	0.7%
Cc1nn(Cc2ccc(Br)cc2)c(C)c1NC(=O)c1nn(C)cc1Cl	-5.8%	-6.2	-3.5%	18.7	0.1	-3.7%	15.3%	-33.6%	-1.4	-0.4%
O=C(CN1CCN(Cc2ccccc2)CC1)N1N=CCC1c1ccccc1 (stereo not given)	-2.6%	12.2	-13.1%	3.3	-7.0	-0.8%	5.5%	19.7%	-4.4	2.8%
COc1cc2c(cc1OC)CN(C(=O)c1cccc(S(=O)(=O)N3CCc4ccccc43)c1)CC2	-9.5%	-19.8	·	·	-8.9	-2.9%	·	?	4.7	·
Cc1cc(SCC(=O)NC(=O)c2cccn2C)nc2ccccc12	-6.7%	7.1	-2.8%	-6.4	2.9	-9.2%	0.7%	12.7%	18.3	-1.1%
NS(=O)(=O)c1ccc(NC(=O)c2cccc3cc4ccccc4nc23)cc1	·	3.6	·	·	1.6	-4.3%	·	-25.1%	·	·
Cc1ccc(C(CNS(=O)(=O)c2ccc(F)cc2C)N2CCN(C)CC2)cc1 (stereo not given)	13.8%	29.5	·	·	-26.1	-5.0%	·	-32.2%	0.5	·
CCOC(=O)C1=CCC2c3c(c4ccccc4n3C)C(=O)C1N2C(=O)OC(C)(C)C (stereo not given)	?	0.6	·	·	1.1	-2.4%	·	1.9%	19.4	·
COc1ncnc2c1oc1nc(CC(C)C)c3c(c12)CCCC3	12.8%	-10.3	-10.1%	2.9	-46.8	-13.3%	4.9%	-0.1%	3.1	7.1%
Cc1cccc(NC(=O)c2ccc(S(=O)(=O)NCc3cccnc3)cc2)c1C	-0.6%	-7.1	-6.0%	-4.4	3.0	-0.1%	-2.5%	-6.5%	1.6	-2.0%
Nc1c(C(=O)OCC(=O)Nc2cccc([N+](=O)[O-])c2)[nH]c(=O)[nH]c1=O	-3.3%	-0.9	·	·	-2.7	7.1%	·	-8.5%	·	·
CCOC(=O)N1CCN(C(=O)COC(=O)CNC(=O)c2ccc(C)cc2)CC1	-2.7%	5.9	·	·	0.9	·	·	7.4%	-1.8	·
COc1ccc(C(=O)Sc2ccc(C)cc2)cc1OC	24.3%	-7.9	-1.8%	1.2	2.4	-13.2%	27.3%	-43.8%	2.1	-0.3%

Additional entries follow:
mol	AT treatment	hERG WT inh	MBNL1-CUG inh	FBPA coupling cs	KCNH2 3.1 inh	ASM inhibitor	CXXC DNA block	Integrin act MD	TRPV1 ag	GALK inh
COc1ccccc1C(=O)NC(C)C(c1cccs1)N1CCN(C)CC1 (stereo not given)	-1.7%	58.5	-7.4%	0.2	17.0	6.2%	26.2%	8.3%	3.3	-0.6%
Cc1ccc(CNC(=O)COc2ccc(S(=O)(=O)NC(C)C)cc2)cc1	1.3%	2.1	1.1%	0.2	-7.8	5.7%	7.7%	13.7%	-8.4	0.8%
Cc1nc2nc(SCC(=O)NCCCN3CCCC(C)C3)nn2c(C)c1Cc1ccccc1Cl (stereo not given)	-1.9%	-0.1	-9.7%	-1.4	2.3	-1.7%	0.1%	-25.3%	0.9	-0.8%
Cc1c(CCOC(=O)CC23CC4CC(CC(C4)C2)C3)sc[n+]1CC(=O)c1ccc(Br)cc1	·	-0.9	-4.7%	-0.7	21.0	-2.8%	9.9%	-34.1%	3.5	6.7%
COc1ccc2c(c1)cc1n2CCN=C1NN	0.1%	2.5	13.4%	1.4	-8.2	6.8%	10.4%	18.6%	2.5	1.4%
O=C(O)c1ccc(C(=O)c2ccc3c(c2)C(=O)N(Cc2ccco2)C3=O)cc1	0.3%	-1.0	?	6.8	-13.1	-0.4%	6.3%	-7.5%	-0.2	-4.3%
Cc1ccc(N2C(=O)N(CC(=O)NC(N)=O)C(=O)C2C)cc1 (stereo not given)	-3.3%	-0.2	-4.4%	0.4	3.9	-2.6%	5.9%	-15.8%	-0.3	1.2%
Cc1ccc(-c2nc(-c3cccnc3)sc2CC(=O)Nc2ccc(C)c(Cl)c2)cc1	1.9%	-14.0	7.0%	-0.8	-20.9	-2.5%	5.2%	-3.1%	-1.1	2.8%
O=c1cc(Br)c(O)c(Br)cc1Br	·	4.8	·	·	-20.5	-2.8%	·	-9.5%	·	·
Cc1cc(C)c2ccc(=O)n(CC(=O)N/N=C/c3ccccc3Cl)c2n1	9.0%	3.8	1.9%	3.4	-5.0	-0.2%	12.7%	9.2%	-5.6	-0.8%
COc1ccc(OCCNS(=O)(=O)c2ccccc2)cc1	-3.1%	8.6	-4.6%	2.5	-3.3	0.1%	-9.3%	-5.5%	4.0	0.7%
COc1ccc2c(CC(=O)OCC(=O)N3CCc4ccccc43)coc2c1	-0.8%	-2.3	0.8%	-1.1	11.1	?	1.6%	-17.9%	-2.7	-3.8%
CC(C)c1ccc(C(=O)Nc2ccc(CN3CCOCC3)cc2)cc1	2.2%	9.5	-7.8%	0.4	-76.4*	2.3%	-1.8%	11.6%	11.1	0.6%
Cn1nc(C(F)(F)F)c(-c2ccc(Br)cc2)c1NC(=O)Nc1ccc(F)cc1F	0.0%	4.9	-2.6%	1.5	-23.6	0.5%	-2.0%	-1.0%	8.5	·
CCCc1nc2ccccc2c(C(=O)OCC(=O)NCc2ccco2)c1CC	·	-10.4	17.3%	4.7	7.3	-4.4%	-9.1%	-15.7%	?	0.2%
Cc1ccc(S(=O)(=O)N(C)C)cc1NC(=O)CSc1nc2ccccc2[nH]1	-5.4%	-5.0	-25.2%	0.3	18.8	2.5%	9.3%	-24.3%	?	0.1%

Source: PubChem (National Center for Advancing Translational Sciences (NCATS))
